# Compound activity: PubChem, National Center for Advancing Translational Sciences (NCATS)
# Gal4-VP16 FLuc = VP16 counterscreen qHTS for inhibitors of ROR gamma transcriptional activity; Drosophila S2 Gal4-VP16 UAS-luciferase, luminescence, 20 h; Potency, µM (top dose mostly 53.6 µM), for the others: at the highest dose activity, negative = inhibition, most hits filed as inhibitors; 310,000 compounds, 3.5% hits; AID 2546, 2010;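 also: Gal4-VP16 expression switched on by copper sulfate through the metallothionein promoter; potency is read from the fitted curve at half-maximal effect; % is scaled to controls: 0 for no effect and ±100 for the full control effect; nearly all actives have a fitted effect of over 50% in size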
# Rab9 promoter act = qHTS Assay for Rab9 Promoter Activators; Huh7 Rab9 promoter-luciferase reporter, luminescence, 24 h; Potency, µM (series often up to 9.22 µM), for inactives: at the top dose activation, negative = inhibition, actives largely listed as activators; 320,000 compounds, 2.8% hits; also: potency is read from the fitted curve at half-maximal effect; % of control where 0% means no effect; nearly all actives have a fitted effect of over 60% in size
#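 Promoter activation is measured as luciferase luminescence in Huh7 cells stably transfected with a Rab9 promoter–luciferase construct, following 24 h compound exposure at 37 °C and 10 min reagent incubation at ambient temperature.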
# NPC1 promoter act = qHTS Assay for NPC1 Promoter Activators | Potency, µM (top dose mostly 9.22 µM), inactives show at the highest dose activation, hits mostly activators | AID 485313, 2010 | 320,000 compounds, 2.4% hits | Huh7 NPC1 promoter luciferase reporter, 24 h;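 also: potency is read from the fitted curve at half-maximal effect; % of control where 0% means no effect; nearly all actives have a fitted effect of over 60% in size; reporter is driven by a mutant NPC1 promoter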
#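 Stable NPC1-promoter luciferase Huh7 line; cpd (DMSO) 24 h, 37 °C, 5% CO2; Amplite luciferase reagent 10 min RT; luminescence readout. qHTS format.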
# FLuc counter = qHTS profiling assay for firefly luciferase inhibitor/activator using purifed enzyme and Km concentrations of substrates (counterscreen for miR-21 project). purified FLuc, Km substrates, luminescence inhibition. Potency, µM (doses to about 57.5 µM), for inactives: top-dose activity change, negative = inhibition, hits mostly inhibitors. 360,000 compounds, 6.9% hits. AID 588342, 2011;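 also: potency is read from the fitted curve at half-maximal effect; plate controls were vehicle for no effect and reference inhibitor for full effect; nearly all actives have a fitted effect of over 55% in size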
#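 Biochemical qHTS of compounds, final roughly 60 µM downward over six points, against 10 nM purified firefly luciferase using Km concentrations of substrates (10 uM D-luciferin, 10 uM ATP) in Tris acetate pH 7.5 buffer; luminescence output.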
# ELG1 repair inh = qHTS screen for small molecules that inhibit ELG1-dependent DNA repair in human embryonic kidney (HEK293T) cells expressing luciferase-tagged ELG1; HEK293T ELG1-luciferase reporter, luminescence, 16 h; DNA damage induced by 5-fluorouridine; Potency, µM (doses to about 46.1 µM), inactives show top-dose activity change, negative = inhibition, most hits filed as inhibitors; AID 504467, 2011; 330,000 compounds, 2.3% hits; also: potency is read from the fitted curve at half-maximal effect; % is scaled to controls: 0 for no effect and ±100 for the full control effect; nearly all actives have a fitted effect of over 55% in size
#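 Reporter activity after DNA damage by 5-fluorouridine is monitored. Compound-treated cells incubate 16 hr at 37 °C, then ONE-Glo is added for 30 min before luminescence reading.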
# KCNH2 3.1 block = qHTS for Inhibitors of KCHN2 3.1: Mutant qHTS; Potassium voltage-gated channel subfamily H member 2, brain isoform KCNH2 3.1 (human); U2OS KCNH2 3.1, thallium flux FluxOr; active compounds read low; activity change, % (tested at about 1.8 µM); 340,000 compounds, 0.95% hits;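 active = maximum activity change below -70%; inconclusive = maximum activity change from -70% to -50%; inactive = maximum activity change above -50%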;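 also: thallium influx rate constant from kinetic fluorescence after stimulation buffer; % is scaled to controls: 0 for no effect and ±100 for the full control effect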
#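 Virally transduced U2OS (3.1 isoform, 4 h infection in dark at RT) → overnight 37 C → FluxOr + Red40 in HBSS/HEPES, 45 min → stimulation buffer, 2 min kinetic read → rate constant vs DMSO controls.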
# Mito fusion yeast = qHTS Assay for Small Molecule Inhibitors of Mitochondrial Division or Activators of Mitochondrial Fusion; S. cerevisiae fusion-defective mutant growth rescue, CellTiterGlo 48 h; Potency, µM (titrated, usually from 46.1 µM), for inactives: top-dose growth rescue (activation), hits mostly activators; 320,000 compounds, 0.23% hits;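 also: potency is read from the fitted curve at half-maximal effect; % of control where 0% means no effect; nearly all actives have a fitted effect of over 45% in size; temperature-sensitive fusion mutants such as fzo1-1 at 37 °C on non-fermentable ethanol glycerol medium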
#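 Luminescent cell viability in 1536-well qHTS format served as the measure of rescued growth in ts fusion-mutant S. cerevisiae cultured on non-fermentable YPEG for 48 hours at 37C.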
# RORgamma inh = qHTS for inhibitors of ROR gamma transcriptional activity; Nuclear receptor ROR-gamma (Mus musculus), P51450; Drosophila S2 Gal4-RORgamma UAS-luciferase reporter, 20 h; Potency, µM (highest dose often 53.6 µM), inactives show at the top dose activity change, negative = inhibition, usual class: inhibitors; 310,000 compounds, 5.4% hits; also: potency is read from the fitted curve at half-maximal effect; % is scaled to controls: 0 for no effect and ±100 for the full control effect; nearly all actives have a fitted effect of over 60% in size
# Target sequence (P51450 whole entry, looked up, the tested form may be a part): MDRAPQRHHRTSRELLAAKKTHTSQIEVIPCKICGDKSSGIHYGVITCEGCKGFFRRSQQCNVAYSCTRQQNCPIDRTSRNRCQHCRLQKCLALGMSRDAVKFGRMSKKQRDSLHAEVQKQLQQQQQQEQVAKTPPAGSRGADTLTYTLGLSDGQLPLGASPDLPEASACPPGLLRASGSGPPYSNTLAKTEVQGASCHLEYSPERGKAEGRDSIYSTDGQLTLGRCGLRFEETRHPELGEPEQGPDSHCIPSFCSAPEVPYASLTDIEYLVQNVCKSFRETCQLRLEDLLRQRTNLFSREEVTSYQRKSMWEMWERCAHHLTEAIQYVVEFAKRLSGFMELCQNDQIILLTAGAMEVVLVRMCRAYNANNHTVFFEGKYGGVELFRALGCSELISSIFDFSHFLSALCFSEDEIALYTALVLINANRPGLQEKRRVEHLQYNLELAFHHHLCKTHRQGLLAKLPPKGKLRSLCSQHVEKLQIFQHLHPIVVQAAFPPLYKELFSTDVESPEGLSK
#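 Schneider cells (Drosophila), stable Gal4 DBD–ROR gamma + UAS-luc; 1 hr cmpd preincubation; Cu2+ induction 700 uM final; 20 hr ambient; luminescence.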
# PKM2 act = qHTS Assay for Activators of Human Muscle isoform 2 Pyruvate Kinase. purified PKM2, Kinase-Glo ATP luminescence, activation; response scale: 0% is enzyme alone, no compound. Potency, µM (series often up to 57.5 µM), for inactives: at the highest dose activation, actives largely listed as activators. 260,000 compounds, 0.34% hits. AID 1631, 2009; also: potency is read from the fitted curve at half-maximal effect; % is scaled to controls: 0 for no effect and ±100 for the full control effect; nearly all actives have a fitted effect of over 55% in size
#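 hPK-M2, >95% pure; 0.1 mM ADP / 0.5 mM PEP final; imidazole pH7.2 buffer w/ 7 mM MgCl2, 50 mM KCl; 1 h RT; Kinase-Glo lum. Intermediate enzyme activity for dual inhibitor/activator qHTS.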
# Menin-MLL TR inh = qHTS Assay for Inhibitors Targeting the Menin-MLL Interaction in MLL Related Leukemias: Competition With Texas Red Labeled MLL-derived Mutant Peptide. O00255. Potency, µM (highest dose often 61.6 µM), for the others: at the highest dose FP activity change, negative = inhibition, hits mostly inhibitors. Menin + Texas Red MLL mutant peptide, fluorescence polarization. 270,000 compounds, 0.23% hits. AID 1768, 2009; active = well fitted inhibition curve with a large enough effect in the polarisation, with a control signal flat, not every such curve was filed as active; inconclusive = small, poorly fitted or top-dose-only effect, or effect the other way, or a change in a side signal; inactive = no such curve, though single readings can be large or run the other way; the % refers to the polarisation; also: potency is read from the fitted curve at half-maximal effect; % of control where 0% means no effect; many of its hits are not listed in these tables
# MBNL1 CUG block = qHTS Assay for Inhibitors of MBNL1-poly(CUG) RNA binding | Muscleblind-like protein 1 (Homo sapiens), Q9NR56 | TR-FRET MBNL1-His/biotin-(CUG)12 binding, 665/545 ratio | Potency, µM (doses to about 57.5 µM), inactives show top-dose activity change, negative = inhibition, actives largely listed as inhibitors | 280,000 compounds, 0.036% hits; active = well fitted inhibition curve with a large enough effect in the signal ratio, with a control signal flat, not every such curve was filed as active; inconclusive = small, poorly fitted or top-dose-only effect, or effect the other way, or a change in a side signal; inactive = no such curve, though single readings can be large or run the other way; the % refers to the signal ratio; also: potency is read from the fitted curve at half-maximal effect; % is scaled to controls: 0 for no effect and ±100 for the full control effect
# Target sequence (Q9NR56 whole entry, looked up): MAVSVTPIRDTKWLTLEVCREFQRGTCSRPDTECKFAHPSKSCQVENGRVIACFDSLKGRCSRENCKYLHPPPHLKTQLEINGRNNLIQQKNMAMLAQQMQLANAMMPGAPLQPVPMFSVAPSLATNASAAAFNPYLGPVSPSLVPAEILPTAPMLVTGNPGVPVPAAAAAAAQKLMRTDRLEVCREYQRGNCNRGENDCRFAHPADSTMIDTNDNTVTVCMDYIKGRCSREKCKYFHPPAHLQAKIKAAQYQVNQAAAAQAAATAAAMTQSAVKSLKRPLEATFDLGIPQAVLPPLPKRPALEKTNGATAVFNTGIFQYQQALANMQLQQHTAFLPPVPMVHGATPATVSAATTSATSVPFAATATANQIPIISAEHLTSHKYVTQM
#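 TR-FRET readout: Ex 340 nm, 665/545 nm emission ratio, normalized to buffer-only (basal) and MBNL1-(CUG)12 controls. Complex of MBNL1-His with Biotin-(CUG)12, compounds 92 nM–58 uM, incubated 60 min at room temperature.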
# An asterisk follows results filed as active; ? = inconclusive; / = not tested or not shown; & = joins results of further samples; [ ] = another dose, or the depositor's remark. Unless noted, calls follow the shape of the dose curve; as a rule, active = well fitted curve in the direction sought with a large enough effect; inconclusive = small, poorly fitted or top-dose-only effect, or another doubt; inactive = no such curve, though single readings can be large; an effect the other way counts as inactive or inconclusive. A portion of the library; the hit share may differ from the screen's.
SMILES,Gal4-VP16 FLuc,Rab9 promoter act,NPC1 promoter act,FLuc counter,ELG1 repair inh,KCNH2 3.1 block,Mito fusion yeast,RORgamma inh,PKM2 act,Menin-MLL TR inh,MBNL1 CUG block
COc1ccc(CC(=O)N2N=C(C)CC2(O)C(F)(F)F)cc1OC (stereo unspecified),?,0.4%,-1.5%,-0.3%,8.4%,-9.3,1.4%,?,10.6%,-22.3%,-3.5%
CC(COc1ccc(/C=C/c2ccccc2)cc1)[N+](C)(C)C (stereo unspecified),/,15.4%[46.1 µM],?,?,?,2.3,-98.1%&-36.2%[inhibitor],/,/,-0.5%,/
O=C(C1CCCN1S(=O)(=O)c1cccc2nsnc12)N1CCN(c2ccc(F)cc2)CC1 (stereo unspecified),-3.7%,-2.9%,-1.6%,1.2%,-6.1%,-73.6*,16.0%,6.7%,/,/,?
CC(=O)N1C(C)(C)CC(=NOS(=O)(=O)c2ccccc2)CC1(C)C,0.9%[10 µM],-2.1%,-6.9%,1.0%,?,2.9,-1.6%,12.5%,-2.3%,18.8%,-2.1%
COc1nnc(-c2ccc(C)c(S(=O)(=O)NC(C)(C)CO)c2)c2ccccc12,?,-2.1%,-7.3%,0.2%,?,-7.4,3.8%,?,-2.0%,-18.7%,-1.6%
CCC(=O)Nc1ccc(S(=O)(=O)N2CCC(c3nc4ccccc4[nH]3)CC2)cc1,/,0.8%,0.2%,1.4%,18.3µM*,-5.1,-3.4%,/,/,/,/
Cc1nc(-c2ccccc2)sc1-c1nc(-c2ccncc2)ncc1S(=O)(=O)c1ccccc1,-8.0%,-3.8%,-2.3%,-2.3%,8.1%,-15.5,-1.2%,-10.4%,0.5%,-10.4%,-10.6%
CCOC(=O)c1c(NC(=O)c2ccccc2)sc2c(O)c(CN(CC)CC)ccc12,-16.7%,-0.3%,-2.2%,-19.7%,1.8%,0.0,1.0%,-15.8%,0.0%,22.8%,4.2%
Cc1ccc(C(=O)N/C(=C\c2cccc([N+](=O)[O-])c2)C(=O)NC(Cc2ccccc2)C(=O)O)cc1 (stereo unspecified),-4.0%,2.5%,0.1%,5.9%,1.8%,35.3,1.5%,9.6%,-8.0%,/,?
Cn1cc(S(=O)(=O)N2CCc3ccccc32)cc1C(=O)Nc1ccc(Cl)cc1,-1.4%,-9.7%,-4.6%,-4.6%,-1.8%,-10.4,-2.7%,-35.2%,15.5%,-11.7%,-13.2%
CCC(C)N(C(=O)CN1C(=O)NC2(CCc3ccccc32)C1=O)C1CCS(=O)(=O)C1 (stereo unspecified),/,1.0%,-1.8%,5.2%,?,3.1,-3.2%,/,/,/,/
N#CC(NC(=O)OCc1ccccc1)c1ccccc1 (stereo unspecified),/,-0.9%,1.0%,-5.8%,-2.2%,23.1,0.8%,/,/,/,/
O=C(N/N=C/c1cccnc1)c1ccc(F)cc1,-12.6%,?,27.2%,13.5µM*,?,-4.5,2.2%,2.1%,/,2.4%,14.9%
CCCC/C=C/C(NC(=O)c1ccc(C(=O)OC)cc1)c1ccccc1 (stereo unspecified),-8.8%,/,/,/,/,-21.8,/,-10.5%,0.0%,-4.7%,/
CCN(CC)S(=O)(=O)c1ccc(NC(=O)C2CCCO2)cc1 (stereo unspecified),-0.4%,1.1%,1.7%,4.8%,2.3%,3.4,-0.4%,10.1%,4.9%,3.4%,4.7%
COc1ccccc1CCC(=O)OCc1csc(CC(=O)Nc2ccccc2C)n1,/,-0.9%,3.0%,-5.8%,-1.1%,6.5,-5.9%,/,0.9%,-3.5%,-9.8%
COC(=O)C1=CN(C2CC2)C=C(C(=O)OC)C1c1ccc(C(F)(F)F)cc1,-0.5%,8.5%,1.1%,2.8%,13.6%,0.9,-0.7%,-15.3%,-1.0%,-6.4%,-12.7%
O=C(O)C1CCC(c2ccc(-c3ccccc3)cc2)CC1 (stereo unspecified),-9.5%,?,2.82µM*,6.75µM*,?,-2.3,7.3%,6.0%,0.0%[11.5 µM],-0.4%,-1.5%
CC(=O)Nc1cccc(C(=O)/C=C/c2ccc(C)cc2)c1,?,-5.6%,0.3%,4.78µM*,-14.5%,1.5,?,12.6µM*,9.0%,25.9%,-7.1%
Cc1ccc(NC(=O)CSc2nc(N)cc(N)n2)cc1S(=O)(=O)N1CCOCC1,-12.0%,-0.9%,0.8%,-7.1%,-5.7%,-18.5,-9.0%,?,-2.0%,/,-15.5%
CC1CN(C(=O)c2cc3c(s2)CCC3)CC(C)O1 (stereo unspecified),-6.5%,-1.1%,-4.5%,-2.5%,19.9%,27.2,0.7%,25.0%,13.6%,-16.5%,-3.4%
CC12CCC(=O)N1C(C(=O)Nc1nc3ccc(Cl)cc3s1)CS2 (stereo unspecified),/,12.9%,1.0%,?,?,-25.3,19.6%,/,/,/,/
CCCCn1c(N)c(N(CCC(C)C)C(=O)c2ccc(-c3ccc([N+](=O)[O-])cc3)o2)c(=O)[nH]c1=O,/,-2.3%,-1.4%,-0.9%,25.2%,-16.8,1.1%,/,/,/,/
Cc1ccc(C(=O)c2cc([N+](=O)[O-])ccc2N2CCOCC2)cc1,-3.2%,-30.5%[inhibitor],-26.2%,1.1%,?,-7.0,-2.8%,12.3%,-3.0%,-0.2%,/
Nc1[nH]c(=O)[nH]c(=O)c1N=Nc1ccccc1Cl,-2.8%,-0.8%,-4.4%,?,15.8%,8.2,27.5%,-35.0%,/,11.7%,?
# The listing continues:
SMILES,Gal4-VP16 FLuc,Rab9 promoter act,NPC1 promoter act,FLuc counter,ELG1 repair inh,KCNH2 3.1 block,Mito fusion yeast,RORgamma inh,PKM2 act,Menin-MLL TR inh,MBNL1 CUG block
N#CC1=C(N)n2c(s/c(=C\c3ccco3)c2=O)=C(C#N)C1c1ccco1 (stereo unspecified),-13.7%,-4.9%,1.1%,1.0%,2.8%,-8.5,0.7%,-20.7%,-3.8%,13.4%,22.1%
COC(=O)c1ccc(NC(=O)CCN2CCN(CCC(=O)Nc3ccc(C(=O)OC)cc3)CC2)cc1,2.7%,-27.9%,-17.8%,-0.8%,?,-20.5,-5.2%,2.9%,-2.6%,-0.9%,-27.0%
CN(C)S(=O)(=O)c1ccc(NC(=O)c2ccc(Br)o2)cc1,4.4%,15.4%,10.8%,?,?,11.4,1.9%,25.5%,1.9%,7.6%,2.0%
CC(C)Cc1cc(C(=O)NCCc2ccccc2)no1,-12.6%,3.16µM*,2.82µM*,10.7µM*,?,15.8,1.8%,?,0.6%,-7.4%,-13.7%
COC(=O)C1=C(C)NC(=O)NC1c1ccc(OCC(=O)N2CCCCC2)cc1 (stereo unspecified),-8.2%,0.5%,2.1%,-2.6%,-12.4%,5.0,5.0%,33.5%,-13.9%,/,-17.4%
CC(C)N(Cc1nccn1C)C(=O)c1ccc2oc(Cc3ccccc3)nc2c1,-11.5%,-2.5%,-0.2%,-3.9%,22.7%,6.0,-1.2%,-10.7%,27.8%,-23.4%,2.2%
CCOC(=O)c1cc2n(c1/N=C/N(C)C)-c1ccccc1C2=O,1.6%,6.4%,-4.1%,8.0%,?,7.0,-0.6%,0.0%,1.1%,-0.9%,?
Cc1nc(C(=O)N(C)C)nn1-c1cc(Cl)cc(Cl)c1,-8.0%,0.0%,-4.9%,5.3%,6.4%,1.3,9.0%,-10.4%,0.8%,-24.4%,-7.4%
Cc1ccccc1N1CCN(CCCN2C(=O)C3CCCCN3C2=O)CC1 (stereo unspecified),/,7.4%,0.0%,-2.9%,8.5%,11.7,-2.5%,/,2.0%,-2.2%,2.8%
Cc1cc(C)nc(NC(=O)c2cccc(Br)c2)n1,-7.2%,3.7%,-0.4%,7.7%,-1.8%,-10.6,-1.4%,0.0%,-6.3%,-3.6%,-1.8%
